CCHFV vOTU inh = blocks the CCHF virus ovarian tumor domain protease; 370,000 compounds, 0.55% hits; inhibition, % at 11.5 µM; CCHFV vOTU protease, Pep-AMC fluorescence; in the data active = inhibition above about 30%; note: 0% = vehicle wells with enzyme and 100% = no enzyme wells
FadD28 FP inh = M. tuberculosis FadD28 bisubstrate binding inhibition; FadD28 bisubstrate probe binding, fluorescence polarization; inhibition, % at 12.5 µM; 360,000 compounds, 0.22% hits; in the data active = inhibition above about 8.5%, passing the limit was not always enough; inconclusive = no clear call, values can overlap the other calls
PfHsp40 rescue = rescue of PfHsp40-mediated yeast toxicity. AID 504582. S. cerevisiae expressing PfHsp40, growth rescue, ATP luminescence. growth rescue, % at 12.5 µM. 340,000 compounds, 0.68% hits; in the data active = growth rescue above about 28%, passing the limit was not always enough; inconclusive = no clear call, values can overlap the other calls;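 note: yeast W303a lacking pdr1 and pdr3 grown in galactose medium; growth measured after three days at 30 °C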
BoNT-F LC inh = BoNT F light chain protease inhibition; AID 588497; 360,000 compounds, 0.22% hits; inhibition, % at 10 µM; Multiplex microsphere protease cleavage assay, flow cytometry; in the data active = inhibition above about 35%, passing the limit was not always enough; inconclusive = no clear call, values can overlap the other calls; note: plate controls were buffer without enzyme for full effect and enzyme alone for no effect
Anthrax LF prot = anthrax lethal factor protease inhibition. AID 588501. 360,000 compounds, 0.12% hits. multiplex microsphere protease cleavage assay, LF. inhibition, % at 10 µM. P15917; note: plate controls were buffer without enzyme for full effect and enzyme alone for no effect
PrPC surface inh = inhibitors of human cell surface prion protein PrPC | TR-FRET read-out | AID 720596 | P04156 | 370,000 compounds, 0.43% hits | inhibition, % at 13.8 µM; in the data active = inhibition above about 24%; note: 0% = median of the test wells and 100% = reference compound wells
Y pestis TopoI = Y. pestis Topo-I inhibition via cleavage products. 360,000 compounds, 0.064% hits. activity, % at 10 µM. Y. pestis Topo-I cleavage product accumulation, plate reader; in the data active = activity above about 50%, passing the limit was not always enough; inconclusive = no clear call, values can overlap the other calls; note: inactives centre near 2
TcdB inh = blocks C. difficile toxin B glycohydrolase activity; P18177; TcdB glycohydrolase enzymatic assay, plate reader; inhibition, % at 9.99 µM; 350,000 compounds, 0.24% hits; AID 652162; in the data active = inhibition above about 10%
BoNT-A LC inh2 = inhibitors of Botulinum neurotoxin A light chain protease | multiplex microsphere protease substrate cleavage, flow cytometry | inhibition, % at 10 µM | 360,000 compounds, 0.17% hits; note: plate controls were buffer without enzyme for full effect and enzyme alone for no effect
* = called active by the depositor; ? = inconclusive; nt = no result given. Cut-off read from the data, not from the text of the source, unless noted: active = inhibition above about 30%; inconclusive = no clear call, values can overlap the other calls; inactive = below that.

SMILES	CCHFV vOTU inh	FadD28 FP inh	PfHsp40 rescue	BoNT-F LC inh	Anthrax LF prot	PrPC surface inh	Y pestis TopoI	TcdB inh	BoNT-A LC inh2
CCOC(=O)C1CCN(c2c(NCc3ccc(C(=O)NCCOC)cc3)c(=O)c2=O)CC1	6	-2.4	0.4	15	3	-5	-8	nt	-0.3
CCc1cc(Cn2nc(-c3ccccc3)cc2C(=O)NCc2ccc(C)cc2)on1	10	-3.1	-0.1	2	2	-2	14	-2.2	-0.1
CCC(CC)C(=O)N1CCN(Cc2ccc3c(c2)OCO3)CC1	6	-1.9	-1.3	5	3	5	-7	nt	-0.1
O=c1c2ccccc2[nH]c(=S)n1-c1cccc(S(=O)(=O)N2CCCC2)c1	11	-0.7	0.0	-5	0	3	4	0.6	-0.1
COC(=O)c1cc(C(=O)OCC(=O)NC2CCCC2)cc([N+](=O)[O-])c1	1	?	2.8	8	13	-9	0	0.9	-2.3
O=C(N/N=C/c1cccs1)c1cncc(Br)c1	-1	-6.9	0.3	0	0	-1	-7	-0.2	-0.1
O=C1CCC(C(=O)N2CCCC(C(=O)c3ccc4c5c(cccc35)CC4)C2)=NN1 (configuration not stated)	-31	-1.6	0.0	-1	-1	-10	8	1.4	-0.1
O=C(CSc1ncnc2c1oc1ccccc12)Nc1cccc(Cl)c1	-2	-2.4	-1.1	-7	1	-4	5	nt	-7.1
Nc1ccn([C@@H]2O[C@H](CO)[C@@H](O)C2O)c(=O)n1 (some centres not stated)	0	-0.8	-2.1	5	-2	7	5	-0.2	-0.4
CC(Sc1ccccc1)C(=O)N1CCN(S(=O)(=O)c2ccc(Cl)cc2)CC1 (configuration not stated)	2	-2.1	3.2	2	-2	2	26	-0.2	-0.1
CN(CCNC(=O)c1ccc(/C=N/O)nc1)Cc1ccccc1	-9	-3.3	2.1	-5	4	-7	-4	-0.6	0.2
O=C(Nc1nccs1)c1ccc(Cl)c(S(=O)(=O)N2CCOCC2)c1	2	-2.2	0.1	-6	-2	6	2	nt	1.1
CCN(CC)C(=O)CSc1nnc(-c2ccncc2)n1N	-7	-2.0	0.2	2	-2	-1	-3	nt	-0.3
COc1cccc(C(C(=O)NC(C)(C)C)N(CC(C)C)C(=O)CCC(=O)Nc2cc(C)on2)c1OC (configuration not stated)	9	-1.0	1.0	-4	4	-3	15	1.3	-0.2
CCOC(=O)CC1COc2ccccc2N1C(=O)c1ccc(F)cc1 (configuration not stated)	9	-2.7	-0.9	1	1	-1	-3	-0.1	-0.1
Cc1onc(-c2ccccc2)c1C(=O)N(Cc1ccco1)Cc1cccs1	9	-3.8	11	-8	0	7	42	16*	-1.8
CC(C)c1ccc(Nc2nnc(SC3CCOC3=O)s2)cc1 (configuration not stated)	9	-2.1	0.2	-3	1	4	1	1.0	-0.3
CCOc1ccc2nc(N/C(N)=N/S(=O)(=O)c3ccc(C)cc3)nc(C)c2c1	-8	-1.8	nt	5	-5	-1	1	0.4	-0.3
CC(=O)Nc1ccc(OCC(=O)NC(C)C(C)C)cc1 (configuration not stated)	7	-0.4	1.0	?	2	3	-3	nt	-1.8
COc1ccc(CCN(C)C(=O)C(CCSC)NC(=O)c2ccco2)cc1OC (configuration not stated)	19	-0.4	15	-6	-6	-3	0	2.6	-0.6
CCN(CC)C(=O)[C@H]1C[C@H](CC(=O)NC(C)(C)C)C(=O)N2CCc3c([nH]c4cc(-c5ccco5)ccc34)[C@]12C	-9	-0.7	0.1	-9	1	6	3	-1.8	-0.2
Cc1cc(C)n2nc(-c3ccc(F)cc3)nc2n1	21	-0.9	-1.1	5	-4	-19	-5	nt	-0.6
CCC1CCc2sc(C(=O)NCc3ccccn3)cc2C1 (configuration not stated)	1	-1.6	-1.5	8	4	6	31	-1.5	1.7
COc1ccc(C(=O)NC(=S)NC(C)(C)C)cc1Br	10	-2.2	2.8	7	-1	9	-4	nt	-0.5
CCOC(=O)C(NC(C)=O)C(OC(C)=O)c1cccc(N(CCCl)CCCl)c1 (configuration not stated)	-2	0.5	0.0	-7	2	2	3	nt	-0.4
Continuation:
SMILES	CCHFV vOTU inh	FadD28 FP inh	PfHsp40 rescue	BoNT-F LC inh	Anthrax LF prot	PrPC surface inh	Y pestis TopoI	TcdB inh	BoNT-A LC inh2
CN1CCCC(C(=O)C(C#N)c2ccccc2)C1 (configuration not stated)	-4	0.3	-0.6	18	-2	-4	4	nt	0.0
O=C(NCc1ccc(Cl)cc1)C1CCC(CNS(=O)(=O)c2ccccc2)CC1 (configuration not stated)	nt	0.9	nt	-4	6	nt	28	nt	-1.1
Cc1nnc2n1N=C(c1ccc(OC(F)F)cc1)C(C)S2 (configuration not stated)	-4	-3.0	1.1	-1	4	0	3	0.8	0.8
CC(=O)Oc1cccc(NC(=O)c2ccc3c(c2)C(=O)N(CC(C)C)C3=O)c1	13	-1.4	-0.5	5	8	5	10	1.6	3.8
Oc1ccc(/C=N/Nc2ncc(Cl)cc2Cl)cc1	7	nt	-0.4	19	-3	5	1	1.5	-3.7
CCCN(CC(=O)Nc1ccccc1C)C(=O)CCCc1c[nH]c2ccccc12	-4	nt	0.0	3	-4	4	19	2.8	-0.3
Cc1cc(C)nc(SCc2nnc(SCC(N)=O)o2)n1	-9	-2.5	-0.4	-1	-1	4	1	0.7	-0.6
CC(C)(C)c1ccc(-c2noc(CCC(=O)Nc3cccnc3)n2)cc1	12	-3.8	-0.2	-1	-1	4	-5	0.9	-1.6
CCOC(=O)CCCSc1nc(-c2ccc3c(c2)OCO3)cc(C(F)(F)F)c1C#N	-3	-1.8	-0.1	5	3	5	-1	nt	1.8
COc1cccc(C2=NN(S(C)(=O)=O)C(c3cccs3)C2)c1 (configuration not stated)	-7	-2.9	-1.6	-2	4	-2	4	0.6	-0.8
COc1ccc(NC2c3ncccc3C(=O)N2Cc2cccs2)cc1 (configuration not stated)	3	1.2	-0.4	-12	-1	1	0	-0.4	-0.4
COc1cccc(C(c2nnnn2CC2CCCO2)N2CCN(C(=O)c3ccco3)CC2)c1OC (configuration not stated)	-5	1.0	-0.7	-1	-3	-3	7	-0.5	0.7
O=C1/C(=C\c2ccco2)SC(=S)N1C1CCS(=O)(=O)C1 (configuration not stated)	11	0.8	nt	-42	?	1	-4	-0.7	-6.4
COc1c2ccccc2nc2ccccc12	-115	-0.7	2.6	?	0	3	1	0.8	-0.4
O=S(=O)(Cc1ccccc1)N1CCN(Cc2ccc(F)cc2Cl)CC1	-2	-2.2	0.4	5	-1	5	13	-0.5	2.6
Cc1nn(CC(=O)NCC(C)c2ccccc2)c(=O)c2cc(-c3ccccc3)nn12 (configuration not stated)	5	1.6	2.3	-1	-4	-1	12	-0.9	-2.7
Cc1[nH]nc2ncc(C(=O)c3ccccc3O)cc12	5	1.0	0.1	0	-2	-9	-8	nt	0.3
Cc1c(NC(=O)CN2C(=O)c3ccccc3C2=O)c(=O)n(-c2ccccc2)n1C	11	3.7	1.0	-2	6	0	-1	nt	-1.7
CCCCNC(=O)c1nc(C2CCN(S(=O)(=O)c3cccc(C(F)(F)F)c3)CC2)oc1-c1ccccc1	-5	-2.3	nt	0	-11	-5	nt	-0.7	0.7
Cc1cccc(C(C)C)c1NC(=O)c1cccnc1	11	-1.8	-0.2	?	-4	1	2	nt	-0.2
FC(F)(F)c1cccc(OCCOCCn2cncn2)c1	11	-1.5	-1.3	-13	2	3	5	nt	0.1
CC1CN=C(Nc2ccc(N(C)C)cc2)S1 (configuration not stated)	-4	0.0	0.5	-15	-4	10	2	nt	0.1
CCC(C)[C@H](NC(=O)N1CCn2c1nc1ccccc12)C(=O)NCC1CCCO1 (some centres not stated)	-4	-1.3	-0.3	7	0	0	1	1.4	0.1
O=C(N/N=C/c1ccccc1O)C(=O)Nc1ccccn1	10	-2.9	2.9	-4	-7	7	-12	-22	-1.1
COc1ccc(Cc2nc(-c3ccc(Br)cc3)no2)cc1	3	-1.0	2.4	-2	-8	2	24	2.2	0.5
Next entries follow.
SMILES	CCHFV vOTU inh	FadD28 FP inh	PfHsp40 rescue	BoNT-F LC inh	Anthrax LF prot	PrPC surface inh	Y pestis TopoI	TcdB inh	BoNT-A LC inh2
Cc1nc2sccn2c(=O)c1S(=O)(=O)NCc1ccccc1	-1	-0.2	0.3	-11	-2	-8	-9	0.1	-0.1
CSCC[C@H](N)C(=O)N1CCC(C(=O)N[C@H](C(=O)NCc2ccccc2F)C(C)C)CC1	-2	-1.2	0.0	-11	-5	-3	0	1.1	0.0
CC(=O)Nc1ccc(S(=O)(=O)N(C)CC(=O)Nc2ccc(Br)cc2F)cc1	0	-1.5	1.5	-1	-9	7	0	1.1	1.7
Cc1c(NC(=O)C(C)OC(=O)c2cccc([N+](=O)[O-])c2)c(=O)n(-c2ccccc2)n1C (configuration not stated)	6	-4.0	-1.1	5	0	-14	-2	1.1	1.1
COc1cc2c(cc1OC)C1(CCCC1)CNC2c1cccc([N+](=O)[O-])c1 (configuration not stated)	3	-0.5	-1.5	-4	-4	-3	1	-0.1	-1.3
CCCCn1c(SCC(=O)N2CCCC2)nc2c1c(=O)n(C)c(=O)n2C	-13	0.3	-0.6	-7	-3	6	4	nt	-0.3
Cc1c(NC(=O)C(C)OC(=O)CNC(=O)c2ccc(C(C)(C)C)cc2)c(=O)n(-c2ccccc2)n1C (configuration not stated)	2	-1.4	1.0	7	7	5	18	nt	-1.1
COc1ccccc1CCCNC(=O)C1CCC(=O)N(CCc2ccc(Cl)cc2)C1 (configuration not stated)	11	-2.8	1.4	7	2	3	44	0.7	-1.2
COc1ccc(NC(=O)CSc2nnc3ccc(-c4cccnc4)nn23)cc1	-2	3.7	-1.4	18	1	-9	-6	0.2	3.4
Cc1noc(C)c1NC(=O)N(C)C[C@H]1Oc2ccc(NC(=O)Nc3ccccc3)cc2C(=O)N([C@H](C)CO)C[C@@H]1C	-5	-0.6	-0.4	-8	-3	-2	10	0.9	-0.1
N=C1C(c2nc3ccccc3s2)=C(O)CN1NC(=O)c1ccc([N+](=O)[O-])cc1	6	-3.1	-0.9	-6	-6	3	-14	0.3	-0.2
O=C(Nc1ncn[nH]1)c1cccc(F)c1	-11	-3.1	-0.9	-11	-3	6	6	-0.1	-0.4
O=C(CCCc1ccc(N(CCCl)CCCl)cc1)NCc1ccccc1	4	-0.8	nt	2	-1	7	22	-3.0	0.2
CCOC(=O)C1=CC[C@]2(C)c3c(c4ccccc4n3C)C(=O)C1N2C	4	-1.1	-1.6	-8	-6	3	1	1.4	-0.3
O=C(Nc1cccc(F)c1)C1CCCN(C(=O)c2ccc(Cl)cc2)C1 (configuration not stated)	2	-3.8	-1.6	-2	-4	3	7	1.3	0.4
CCOC(=O)[C@]12CCC=C1N(Cc1ccco1)C(=O)[C@H](CC(=O)NCC13CC4CC(CC(C4)C1)C3)C2	17	nt	nt	-7	-9	-3	nt	0.9	-1.2
O=S(=O)(NCCNc1nccc(C(F)(F)F)n1)c1ccccc1	-8	-3.2	-0.7	-5	-2	3	2	-0.1	0.2
O=C1C=C(Nc2cccc(O)c2)CC(c2ccco2)C1 (configuration not stated)	-2	-3.4	-2.4	-3	-2	8	-11	1.3	0.8
CC(C)N1CCC(=O)NC1=O	9	1.1	-1.5	8	1	-8	5	-0.3	0.3
Cc1ccc2c(c1)NC(=O)[C@@]1(C)[C@@H](c3ccccc3)[C@H]3COc4ccc(Cl)cc4[C@@H]3N1C2=O	2	-1.9	-0.3	0	-1	-2	8	-0.1	0.4

Reformatted as labelled records: entries from further up.
O=C(Nc1cccc(F)c1)C1CCCN(C(=O)c2ccc(Cl)cc2)C1 (configuration not stated)
  CCHFV vOTU inh: 2 | FadD28 FP inh: -3.8 | PfHsp40 rescue: -1.6 | BoNT-F LC inh: -2 | Anthrax LF prot: -4 | PrPC surface inh: 3 | Y pestis TopoI: 7 | TcdB inh: 1.3 | BoNT-A LC inh2: 0.4

CCOC(=O)[C@]12CCC=C1N(Cc1ccco1)C(=O)[C@H](CC(=O)NCC13CC4CC(CC(C4)C1)C3)C2
  CCHFV vOTU inh: 17 | FadD28 FP inh: nt | PfHsp40 rescue: nt | BoNT-F LC inh: -7 | Anthrax LF prot: -9 | PrPC surface inh: -3 | Y pestis TopoI: nt | TcdB inh: 0.9 | BoNT-A LC inh2: -1.2

Compound activity from PubChem.
